CHT block = inhibits the human high affinity choline transporter | CHT-expressing cells, membrane potential dye, choline response; hits give low values | B-score at 10 µM | hit rate 0.86% among 310,000;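 active means B-score over 3 SD under the library average, and starting fluorescence ratio not unusually high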;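 further: choline stimulus applied at its EC90 after an EC20 pre-addition; B-score computed on integrated fluorescence ratio after choline addition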
Target sequence (Q9GZV3 whole entry, looked up): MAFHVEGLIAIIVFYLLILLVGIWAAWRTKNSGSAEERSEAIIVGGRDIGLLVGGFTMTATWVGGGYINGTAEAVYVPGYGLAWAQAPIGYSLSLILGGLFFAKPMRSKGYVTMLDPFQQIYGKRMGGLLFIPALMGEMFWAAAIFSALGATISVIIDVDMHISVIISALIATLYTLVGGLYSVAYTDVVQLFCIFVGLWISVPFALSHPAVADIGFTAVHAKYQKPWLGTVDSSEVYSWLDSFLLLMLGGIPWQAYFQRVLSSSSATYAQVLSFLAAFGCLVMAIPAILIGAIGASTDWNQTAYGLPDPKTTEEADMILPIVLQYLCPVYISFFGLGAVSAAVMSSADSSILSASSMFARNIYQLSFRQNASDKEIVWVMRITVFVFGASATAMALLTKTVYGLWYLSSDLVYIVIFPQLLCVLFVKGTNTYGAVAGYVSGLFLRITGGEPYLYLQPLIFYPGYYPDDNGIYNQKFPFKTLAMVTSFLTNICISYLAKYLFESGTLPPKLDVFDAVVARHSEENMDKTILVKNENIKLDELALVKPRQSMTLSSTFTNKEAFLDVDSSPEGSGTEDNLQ
KCNQ2 block = KCNQ2 channel blockers in CHO-K1 cells – cell-based, FluxOR thallium flux, B-score, primary screen (AID 2156). O88943. 20 min; hits give low values. B-score at 10 µM. hit rate 1.1% among 310,000;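 active means fluorescence ratio B-score at most minus 3 library SDs, with starting brightness B-score within 2 library SDs, cut at about -5.5 in these data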
* marks the source's active call; other numbers are inactive results.

What do the screens show for `O=C(CN1C2=NCCN2c2ccccc21)c1ccc(Br)s1`?
CHT block: inactive; KCNQ2 block: inactive

Results for CC(=O)Nc1cccc(NS(=O)(=O)c2cc3c4c(c2)CCN4C(=O)CC3)c1 ?
CHT block: inactive; KCNQ2 block: inactive

Results for O=C(NCc1ccco1)/C(=C\c1cccnc1)NC(=O)c1ccccc1F ?
CHT block: inactive; KCNQ2 block: inactive

Results for COC(=O)C1(C#N)C(c2ccccc2)C1(C(=O)OC)C(=O)OC (configuration not stated) ?
CHT block: inactive; KCNQ2 block: inactive

What do the screens show for `O=C(N/N=C/c1ccc[nH]1)c1ccccc1[N+](=O)[O-]`?
CHT block: inactive; KCNQ2 block: inactive

How did Cc1cc(C)nc(Nc2cccc(Cl)c2)n1 do in these assays?
CHT block: inactive; KCNQ2 block: inactive

Results for COc1ccc(C(=O)n2cc(C(=O)c3cc(C)ccc3O)cn2)cc1 ?
CHT block: inactive; KCNQ2 block: inactive

How did C/C(=N/NC(=O)CNC(=O)c1ccccn1)c1ccccc1 do in these assays?
CHT block: inactive; KCNQ2 block: inactive

How did CCCNC(=O)c1ccc(C2SCC(=O)N2CCc2ccccc2)cc1 (configuration not stated) do in these assays?
CHT block: inactive; KCNQ2 block: inactive

Results for O=C(COc1ncnc2c(Cl)cc(Cl)cc12)N1CCN(S(=O)(=O)c2ccccc2)CC1 ?
CHT block: inactive; KCNQ2 block: inactive

What do the screens show for `COc1ccc(Cl)cc1C(=O)NCCN1CCOCC1`?
CHT block: inactive; KCNQ2 block: inactive

What do the screens show for `NC(=O)C1CCN(S(=O)(=O)c2cccc(S(=O)(=O)N3CCCCC3)c2)CC1`?
CHT block: inactive; KCNQ2 block: inactive

How did O=S(=O)(Nc1ccc(S(=O)(=O)N2CCOCC2)cc1)c1ccc(Br)cc1 do in these assays?
CHT block: inactive; KCNQ2 block: inactive

How did CCC(C)N1CNc2c(c(=O)[nH]c(=S)n2-c2cccc(C)c2)C1 (configuration not stated) do in these assays?
CHT block: inactive; KCNQ2 block: inactive

Results for c1ccc2c(c1)Nc1nccnc1S2 ?
CHT block: inactive

How did O=C(OCC(=O)N1CCc2ccccc2C1)c1cc(=O)[nH]c2ccccc12 do in these assays?
CHT block: inactive; KCNQ2 block: inactive

How did Cn1c(=O)cc(OCCCC(=O)NCc2ccc(F)cc2Cl)c2ccccc21 do in these assays?
CHT block: inactive; KCNQ2 block: inactive

Results for O=C1Nc2ccccc2C1(O)c1ccccc1 (configuration not stated) ?
CHT block: inactive; KCNQ2 block: inactive

What do the screens show for `O=C(NCCc1c[nH]c2ccccc12)c1cnc2sccn2c1=O`?
CHT block: inactive; KCNQ2 block: inactive

How did O=C(O)C(Cc1ccccc1)n1cccc1 (configuration not stated) do in these assays?
CHT block: inactive; KCNQ2 block: inactive

How did CC(=O)c1cccc(NC(=O)NNC(=O)c2ccc(-c3ccccc3)cc2)c1 do in these assays?
CHT block: inactive; KCNQ2 block: inactive

Results for Cc1ccnc(SCC(=O)c2ccc(Br)cc2)c1C#N ?
CHT block: inactive; KCNQ2 block: inactive

How did CCC(C(=O)Nc1ccc2c(c1)OCCO2)c1ccccc1 (configuration not stated) do in these assays?
CHT block: inactive; KCNQ2 block: inactive

Results for CCC(=O)N(CCN1CCOCC1)Cc1cc2cc3c(cc2nc1Cl)OCO3 ?
CHT block: inactive; KCNQ2 block: inactive

Results for O=C(CSc1nnc(-c2ccccc2)n1Cc1ccco1)NCc1ccc2c(c1)OCO2 ?
CHT block: inactive; KCNQ2 block: inactive

What do the screens show for `CSc1ccc(CCNC(=O)CCc2nnc3ccc(N4CCC5(CC4)OCCO5)nn23)cc1`?
CHT block: inactive; KCNQ2 block: inactive

How did CC(=O)c1ccc(NC(=O)N2CCN(c3cccc(Cl)c3)CC2)cc1 do in these assays?
CHT block: inactive; KCNQ2 block: inactive

What do the screens show for `CCC(C)(C(=O)NC1CCCC1)N(C(=O)c1ccccn1)c1ccccc1` (configuration not stated)?
CHT block: inactive; KCNQ2 block: inactive

What do the screens show for `CCOC(=O)N1CCN(c2c(NCCCN3CCCCCC3)c(=O)c2=O)CC1`?
CHT block: inactive; KCNQ2 block: inactive

Results for CC1CCCc2sc3nc(N4CCN(CCO)CC4)n4ncnc4c3c21 (configuration not stated) ?
CHT block: inactive; KCNQ2 block: inactive

How did CC1CCCN(C(=O)c2ccc3c(c2NCCO)C(=O)c2ccccc2C3=O)C1 (configuration not stated) do in these assays?
CHT block: -5.4*; KCNQ2 block: inactive

How did O=C(NCCN1CCOCC1)c1cc(-c2cccc(O)c2)on1 do in these assays?
CHT block: inactive; KCNQ2 block: inactive

Results for CC(Oc1ccccc1)C(=O)NC1CCCCCCC1 (configuration not stated) ?
CHT block: inactive; KCNQ2 block: inactive

What do the screens show for `CCCn1c(SCC(=O)Nc2ccccc2Cl)n[nH]c1=O`?
CHT block: inactive; KCNQ2 block: inactive

Results for CC(C)COC(=O)C1C(=O)CC(C)(O)C(C(=O)OCC(C)C)C1c1cccnc1 (configuration not stated) ?
CHT block: inactive; KCNQ2 block: inactive

Results for O=C(O)C(c1ccccc1)N1C(=O)/C(=C\c2ccc(-c3ccccc3Cl)o2)SC1=S (configuration not stated) ?
CHT block: inactive; KCNQ2 block: inactive

What do the screens show for `CC1CCCCC1NS(=O)(=O)CCNC(=O)c1ccc2c(c1)OCO2` (configuration not stated)?
CHT block: inactive; KCNQ2 block: inactive

Results for Cc1ccc(C(=O)O/N=C2\CCS(=O)(=O)c3sccc32)cc1 ?
CHT block: inactive; KCNQ2 block: inactive

Results for CS(=O)(=O)N(CC(=O)NCCSCc1ccccc1)c1ccccc1Cl ?
CHT block: inactive; KCNQ2 block: inactive

How did Cn1c(SCc2cccnc2)nc2cccnc21 do in these assays?
CHT block: inactive; KCNQ2 block: inactive

How did Oc1cccc(/C=N/N=C/c2cccc(O)c2O)c1O do in these assays?
CHT block: inactive; KCNQ2 block: inactive

What do the screens show for `CC(=O)NCCCC(=O)NC(CCC(=O)OCc1ccccc1)C(=O)OCc1ccccc1` (configuration not stated)?
CHT block: inactive; KCNQ2 block: inactive

How did O=C(O)C1C2CCC(C2)C1C(=O)Nc1ccccc1 (configuration not stated) do in these assays?
CHT block: inactive; KCNQ2 block: inactive

What do the screens show for `CCOc1ccc(C(=O)N2CCN(c3ccccc3)CC2)cc1OCC`?
CHT block: inactive; KCNQ2 block: inactive

What do the screens show for `CNC(=O)Nc1cc(C(F)(F)F)cc(C(F)(F)F)c1`?
CHT block: inactive; KCNQ2 block: inactive

Results for CN1CCN(S(=O)(=O)c2ccc(Oc3ccc(F)cc3Br)nc2)CC1 ?
CHT block: inactive; KCNQ2 block: inactive

Results for COc1cccc(CN2CCN(Cc3[nH]c4ccccc4c3C)CC2CCO)c1 (configuration not stated) ?
CHT block: inactive; KCNQ2 block: inactive

How did O=C(Nc1ccccc1N1CCCCC1)c1cccs1 do in these assays?
CHT block: inactive; KCNQ2 block: inactive

How did Cc1ccc(S(=O)(=O)NC(=O)c2cccn2C)cc1 do in these assays?
CHT block: inactive; KCNQ2 block: inactive

What do the screens show for `Cc1ccc(N(CN2C(=O)C3C4CCC(C4)C3C2=O)C(=O)c2ccco2)cc1` (configuration not stated)?
CHT block: inactive; KCNQ2 block: inactive

How did CCCOc1ccc(N2C(=O)CC(SC(=NCC)Nc3cccc(F)c3)C2=O)cc1 (configuration not stated) do in these assays?
CHT block: inactive; KCNQ2 block: inactive

How did O=C(O)c1ccc(CN2C(=O)c3ccccc3S2(=O)=O)cc1 do in these assays?
CHT block: inactive; KCNQ2 block: inactive

What do the screens show for `CN(c1ccccc1C(=O)Nc1cccc([N+](=O)[O-])c1)S(=O)(=O)c1ccccc1`?
CHT block: inactive; KCNQ2 block: inactive

Results for CCOC(=O)COC(=O)c1ccc(O)cc1 ?
CHT block: inactive; KCNQ2 block: inactive

Results for O=C(Nc1ccc2c(c1)OCCO2)c1ccncc1 ?
CHT block: inactive; KCNQ2 block: inactive

How did COc1ccc(-c2cc(C(=O)Nc3ccccc3)on2)cc1 do in these assays?
CHT block: inactive; KCNQ2 block: inactive

What do the screens show for `O=C(COC(=O)CCC(=O)c1ccc(F)cc1)Nc1ccccc1`?
CHT block: inactive; KCNQ2 block: inactive

How did Cn1cc(C=C2C(=O)CC(C)(C)CC2=O)c2ccccc21 do in these assays?
CHT block: inactive; KCNQ2 block: inactive

Results for C/C(=N/NC(=O)c1ccc(C(C)(C)C)cc1)c1cccnc1 ?
CHT block: inactive; KCNQ2 block: inactive

Results for CCCn1cnnc1CNC(=O)C1CCC(=O)N(CCCc2ccccc2)C1 (configuration not stated) ?
CHT block: inactive; KCNQ2 block: inactive

How did CCN(CC)S(=O)(=O)c1cc(C(=O)n2cccn2)c(Cl)cc1Cl do in these assays?
CHT block: inactive; KCNQ2 block: inactive

What do the screens show for `O=C(Nc1ccc(NC(=O)c2ccc(Cl)cc2Cl)cc1)c1ccc2c(c1)OCO2`?
CHT block: inactive; KCNQ2 block: inactive

What do the screens show for `CCOC(=O)c1ccc(NC(=O)Cn2ncc(Cl)c(Cl)c2=O)cc1`?
CHT block: inactive; KCNQ2 block: inactive

What do the screens show for `N/C(=N\OC(=O)COc1ccc(Cl)cc1)c1ccc(Cl)cc1`?
CHT block: inactive; KCNQ2 block: inactive

How did Cc1ccc(COC(=O)CCN=C2NS(=O)(=O)c3ccccc32)cc1 do in these assays?
CHT block: inactive; KCNQ2 block: inactive

How did Oc1ccc(C=Nc2cccc3ncccc23)c(O)c1 do in these assays?
CHT block: inactive; KCNQ2 block: inactive

Results for Cc1ccc2c(=O)oc(N(C)C)nc2c1 ?
CHT block: inactive; KCNQ2 block: inactive

What do the screens show for `COc1ccccc1CNC(=O)CNC(=O)Cn1cnc2ccccc2c1=O`?
CHT block: inactive; KCNQ2 block: inactive

Results for CSc1nc2ccccc2c(=O)n1C1CCOC(C)(C)C1 (configuration not stated) ?
CHT block: inactive; KCNQ2 block: inactive

What do the screens show for `CC1CCN(c2ccc3c(c2)S(=O)(=O)c2ccccc2C3=O)CC1`?
CHT block: inactive; KCNQ2 block: inactive

How did COc1cccc(/C=N/NC(=O)NC2CCCCC2)c1O do in these assays?
CHT block: inactive; KCNQ2 block: inactive

What do the screens show for `Cc1cc(C)c(NC(=O)CSc2nnc(CNC(=O)c3c(F)cccc3Cl)o2)c(C)c1`?
CHT block: inactive; KCNQ2 block: inactive

3 structures already listed, sorted by molar mass, rising.
How did Oc1ccc(C=Nc2cccc3ncccc23)c(O)c1 do in these assays?
CHT block: inactive; KCNQ2 block: inactive

What do the screens show for `CC1CCN(c2ccc3c(c2)S(=O)(=O)c2ccccc2C3=O)CC1`?
CHT block: inactive; KCNQ2 block: inactive

What do the screens show for `CCOC(=O)c1ccc(NC(=O)Cn2ncc(Cl)c(Cl)c2=O)cc1`?
CHT block: inactive; KCNQ2 block: inactive

Remaining list, next part:
How did Cc1ccc(-n2nnnc2SCC(=O)Nc2cccc(NC(=O)c3ccco3)c2)cc1C do in these assays?
CHT block: inactive; KCNQ2 block: inactive

What do the screens show for `COc1ccc(OC)c(-n2cnnn2)c1`?
CHT block: inactive; KCNQ2 block: inactive

What do the screens show for `Nc1ccc(C(=O)OCc2nc3c(ccc4ccccc43)[nH]2)cc1`?
CHT block: inactive; KCNQ2 block: inactive

How did COc1cccc(CNC(=O)C2CCN(S(=O)(=O)c3ccc4c(c3)CC(C)N4C(C)=O)CC2)c1 (configuration not stated) do in these assays?
CHT block: inactive; KCNQ2 block: inactive

What do the screens show for `COc1cc(COCC(O)CN2CCN(CCN3C(=O)c4cccc5cccc(c45)C3=O)CC2)cc(OC)c1OC` (configuration not stated)?
CHT block: inactive; KCNQ2 block: inactive

How did CNC(=S)N(C)[C@H]1c2c(ccc3ccccc23)OC[C@H]1CO do in these assays?
CHT block: inactive; KCNQ2 block: inactive

How did CCN(CC)S(=O)(=O)c1cc(C(=O)OCC(=O)Nc2c(F)cccc2F)ccc1F do in these assays?
CHT block: inactive; KCNQ2 block: inactive

Results for CCCN1CCN(C(=O)c2c(Cl)cnn2C)CC1 ?
CHT block: inactive; KCNQ2 block: inactive

Results for CCOC(=O)Nc1nnc(-c2cccc(OC)c2)s1 ?
CHT block: inactive; KCNQ2 block: inactive

What do the screens show for `COc1ccc(S(=O)(=O)NC2CCCC2)cc1C(N)=O`?
CHT block: inactive; KCNQ2 block: inactive

What do the screens show for `Cc1cc(/C=N/n2cnnc2)c(O)c([N+](=O)[O-])c1`?
CHT block: inactive; KCNQ2 block: inactive

How did Cc1ccc(S(=O)(=O)Nc2ccc(NC(=O)c3c(F)c(F)c(F)c(F)c3F)cc2)cc1 do in these assays?
CHT block: inactive; KCNQ2 block: inactive

Gathered by group, the compounds so far containing an aryl methoxy group.
Results for COc1ccc(C(=O)n2cc(C(=O)c3cc(C)ccc3O)cn2)cc1 ?
CHT block: inactive; KCNQ2 block: inactive

What do the screens show for `COc1ccc(Cl)cc1C(=O)NCCN1CCOCC1`?
CHT block: inactive; KCNQ2 block: inactive

Results for COc1cccc(CN2CCN(Cc3[nH]c4ccccc4c3C)CC2CCO)c1 (configuration not stated) ?
CHT block: inactive; KCNQ2 block: inactive

How did COc1ccc(-c2cc(C(=O)Nc3ccccc3)on2)cc1 do in these assays?
CHT block: inactive; KCNQ2 block: inactive

What do the screens show for `COc1ccccc1CNC(=O)CNC(=O)Cn1cnc2ccccc2c1=O`?
CHT block: inactive; KCNQ2 block: inactive

How did COc1cccc(/C=N/NC(=O)NC2CCCCC2)c1O do in these assays?
CHT block: inactive; KCNQ2 block: inactive

What do the screens show for `COc1ccc(OC)c(-n2cnnn2)c1`?
CHT block: inactive; KCNQ2 block: inactive

How did COc1cccc(CNC(=O)C2CCN(S(=O)(=O)c3ccc4c(c3)CC(C)N4C(C)=O)CC2)c1 (configuration not stated) do in these assays?
CHT block: inactive; KCNQ2 block: inactive

What do the screens show for `COc1cc(COCC(O)CN2CCN(CCN3C(=O)c4cccc5cccc(c45)C3=O)CC2)cc(OC)c1OC` (configuration not stated)?
CHT block: inactive; KCNQ2 block: inactive

Results for CCOC(=O)Nc1nnc(-c2cccc(OC)c2)s1 ?
CHT block: inactive; KCNQ2 block: inactive

What do the screens show for `COc1ccc(S(=O)(=O)NC2CCCC2)cc1C(N)=O`?
CHT block: inactive; KCNQ2 block: inactive
